Screening results from PubChem.
NCF1 inh: p47phox/p22phox peptide binding inhibitors, primary screen, biochemical, uHTS, NADPH oxidase regulatory subunit. Neutrophil cytosol factor 1 (Homo sapiens), P14598. fluorescence polarization, 2 h. inhibition, % at 24.7 µM. 0.53% of 220,000 active. AID 1274, 2008;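 active = inhibition above about 30%, limit read from the data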;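 also: 0% = p47phox with labelled peptide and 100% = labelled peptide alone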
Target sequence (P14598 whole entry, looked up): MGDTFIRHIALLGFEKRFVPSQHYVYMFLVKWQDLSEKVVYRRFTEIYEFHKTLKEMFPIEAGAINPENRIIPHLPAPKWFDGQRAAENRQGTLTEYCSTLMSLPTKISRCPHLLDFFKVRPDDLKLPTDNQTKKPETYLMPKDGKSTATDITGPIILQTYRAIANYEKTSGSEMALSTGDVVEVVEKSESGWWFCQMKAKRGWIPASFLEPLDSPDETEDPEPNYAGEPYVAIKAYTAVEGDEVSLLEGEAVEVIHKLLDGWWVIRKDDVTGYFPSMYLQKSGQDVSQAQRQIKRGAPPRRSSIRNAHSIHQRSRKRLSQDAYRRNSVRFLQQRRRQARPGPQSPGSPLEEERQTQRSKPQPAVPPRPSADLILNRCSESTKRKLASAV
S1P4 ag: S1P4 receptor agonists, primary screen, cell-based; 0.35% of 220,000 active; S1P4-expressing cell line, agonist reporter assay; activation, % at 4.98 µM; in the data active = activation above about 11%;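 also: 0% = DMSO vehicle and 100% = reference agonist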
BaF3 parental: parental Ba/F3 cell viability inhibition, counter-screen for JAK2V617F inhibitor project, murine pro-B, CellTiter-Glo luminescence. CellTiter-Glo ATP luminescence. inhibition, % at 5.6 µM. 1.1% of 220,000 active. AID 1486, 2009;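 active = inhibition above a per-campaign cutoff, the mean inhibition of all tested compounds plus 3 SD, cut at about 27% in these data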;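 also: 0% = DMSO wells and 100% = JAK Inhibitor I control wells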
NPY-Y2 PAM-ag: NPY-Y2 potentiators or agonists, primary screen, cell-based | 0.45% of 220,000 active | activation, % at 3.6 µM | cells expressing NPY-Y2, potentiator/agonist read-out | Neuropeptide Y receptor type 2 (Homo sapiens), P49146; in the data active = activation above about 27%;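 also: cells stimulated with NPY near EC25 plus isoproterenol at EC100; 0% = vehicle plus submaximal agonist and 100% = vehicle plus saturating agonist; some results beyond the cut were filed as inactive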
Target sequence (P49146 whole entry, looked up): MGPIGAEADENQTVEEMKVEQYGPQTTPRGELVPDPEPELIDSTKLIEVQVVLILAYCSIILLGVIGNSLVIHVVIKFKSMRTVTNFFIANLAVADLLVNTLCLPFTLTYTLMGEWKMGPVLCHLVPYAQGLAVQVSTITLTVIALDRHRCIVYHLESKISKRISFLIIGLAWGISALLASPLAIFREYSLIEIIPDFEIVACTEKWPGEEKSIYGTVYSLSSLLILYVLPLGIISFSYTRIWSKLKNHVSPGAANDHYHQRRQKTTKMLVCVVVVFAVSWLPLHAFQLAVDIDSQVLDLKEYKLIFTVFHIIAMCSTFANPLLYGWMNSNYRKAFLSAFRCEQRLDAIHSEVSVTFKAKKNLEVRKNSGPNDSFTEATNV
S1P4 antagonist: S1P4 receptor antagonists, primary screen, cell-based; Sphingosine 1-phosphate receptor 4 (Homo sapiens), O95977; S1P4-expressing cells, antagonist mode, reporter read-out; inhibition, % at 4.98 µM; 0.26% of 220,000 active; AID 1510, 2009; in the data active = inhibition above about 29%;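 also: 0% = wells stimulated with agonist and 100% = vehicle wells without agonist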
Ba/F3 V617F tox: reduced viability of JAK2V617F-dependent Ba/F3 cells, primary screen, JAK2V617F inhibitor project, cell-based, Ba/F3 EpoR-JAK2V617F, luminescence; ATP luminescence; inhibition, % at 5.6 µM; 1.1% of 220,000 active;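 active = inhibition above the campaign mean plus 3 SD over all tested compounds, cut at about 24% in these data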;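 also: cytokine-independent growth of Ba/F3 cells driven by EpoR plus mutant JAK2; 0% = DMSO-treated cells and 100% = JAK inhibitor I control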
NPY-Y1 antag: NPY-Y1 receptor antagonists, primary screen, cell-based | Neuropeptide Y receptor type 1 (Homo sapiens), P25929 | HEK293-CNG Y1 cells, membrane potential fluorescence; NPY at EC95, then isoproterenol | 1% of 200,000 active | AID 1040, 2008 | inhibition, % at 3.6 µM;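 active = inhibition above the campaign mean inhibition of all tested compounds plus 3 SD, cut at about 20% in these data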;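 also: 0% = DMSO wells given NPY plus isoproterenol and 100% = isoproterenol alone without NPY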
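Material: HEK293 cells with Y1 receptor plus CNG channel; times: compound incubation 1 h at room temperature, readout 45 min post-stimulation; signal: fluorescence, membrane potential probe; read-out basis: fluorescence ratio normalized to % inhibition between controls; benchmarks: full-block control isoproterenol-only wells, zero-block control NPY plus isoproterenol wells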
CHOP inh: inhibitors of CHOP promoter induction, primary screen, cell-based, unfolded protein response, luciferase reporter; CHO-K1 CHOP-promoter luciferase, tunicamycin-induced, 15-18 h; AID 2732, 2010; 3.8% of 220,000 active; inhibition, % at 10 µM;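 active = compounds that reduced the stress-induced luciferase reporter signal by more than about 70% of percent inhibition, limit read from the data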;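 also: 0% = tunicamycin plus vehicle and 100% = wells without tunicamycin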
NPY1 pot ag: NPY-Y1 receptor potentiators or agonists, primary screen, cell-based | NPY-Y1 expressing cells, potentiator/agonist activation | activation, % at 3.6 µM | 0.37% of 220,000 active; in the data active = activation above about 33%, passing the limit was not always enough;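 also: cells stimulated with NPY at EC10 then isoproterenol at EC100; 0% = low agonist plus stimulus and 100% = saturating agonist plus stimulus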
The depositor's hits bear a star; . = no result given.

SMILES	NCF1 inh	S1P4 ag	BaF3 parental	NPY-Y2 PAM-ag	S1P4 antagonist	Ba/F3 V617F tox	NPY-Y1 antag	CHOP inh	NPY1 pot ag
Cc1ccc(-c2cc(C(=O)NCC3CCCO3)c3ccccc3n2)cc1C (stereo not given)	-2	-0.3	6	-24	20	-2	14	24	-18
COc1ccc(Cl)cc1N(C(=O)Nc1cccc(Cl)c1)C1=NCC(C)S1 (stereo not given)	-12	-1.1	9	6	-13	-1	-1	-10	-4
COc1ccccc1NC(=S)N(CCc1ccc(OC)c(OC)c1)Cc1ccccn1	-3	0.9	3	-7	-1	1	18	-10	-24
COc1ccc(CNC(=O)CNC(=O)c2c(C)nn(C)c2Cl)cc1	1	1.3	10	0	-2	1	16	1	8
Cc1cc(C(=O)C(=O)O)c(C)n1-c1ccc(Cl)c(Cl)c1	7	0.0	5	-1	-4	2	8	2	-15
Nc1nonc1-c1noc(-c2ccccc2Br)n1	19	2.1	1	-11	-7	-2	5	54	-19
COc1ccc(CNc2nc(-c3cccnc3)nn2C(=O)CC(C)C)cc1	-10	0.8	3	-1	-1	-3	0	84*	-1
Cc1ccc(C(=O)NCc2occc2C(=O)O)o1	-2	-3.6	0	3	-25	-5	-1	13	3
O=C(NCc1ccco1)c1ccc2c(=O)n(CCC3=CCCCC3)c(=O)[nH]c2c1	-9	0.9	1	2	7	1	-3	23	8
Cc1cc(C)nc(N/N=C/c2c[nH]c3ccccc23)n1	-5	0.7	4	-12	-6	-4	1	-27	-3
O=C(COc1ncnc2sccc12)Nc1ccc2c(c1)OCCO2	-8	-1.9	4	3	-11	-1	-4	2	5
O=C(CNC(=O)c1ccc(Cl)cc1Cl)Nc1ccc(F)cc1	5	0.4	0	2	-24	1	.	15	-11
C=CCn1c(C)cc(-c2csc(N)n2)c1C	-7	0.0	5	-3	15	2	4	-1	-20
COCCNC(=O)Nc1ccc2nc(-c3ccco3)c(-c3ccco3)nc2c1	-12	0.7	4	2	2	-2	7	-7	10
O=C(Cc1ccc(S(=O)(=O)N2CCOCC2)s1)Nc1ccccc1N1CCOCC1	-12	0.0	9	-12	-2	3	-7	-12	3
O=C1NC(Cc2c[nH]c3ccccc23)C(=O)N1c1ccc(F)cc1 (stereo not given)	-8	5.1	7	-15	-10	2	0	20	-1
CC(Oc1cccc2c1OC(C)(C)C2)C(=O)O (stereo not given)	7	1.1	0	6	15	0	9	-2	-6
CCOc1ncccc1C(=O)Oc1ccc2c(c1)OCO2	2	1.1	-6	5	-6	-1	0	35	7
Cc1ccc(S(=O)(=O)N2CCN(Cc3ccccc3C(F)(F)F)CC2)cc1	-8	1.6	2	4	-24	-2	-4	18	-1
COC(=O)c1sccc1NC(=O)CSc1ccccc1NS(=O)(=O)c1cc(Cl)ccc1Cl	-21	-0.1	4	-2	-12	-2	5	44	22
COc1ccc(N2CCN(C(=O)c3c(C)nn(-c4ccccc4)c3C)CC2)cc1	-11	1.3	0	-7	-9	-1	7	23	-38
CC(=O)c1cccc(N/C=C\c2nnnn2-c2ccc(F)cc2)c1	-8	1.1	-1	-6	-16	-3	-1	46	2
O=C(Nc1ccc(NC(=O)c2cccs2)cc1)c1ccc2c(c1)OCO2	-8	-1.4	-5	-17	-6	-1	.	3	8
Cc1nn(CC(=O)O)c(C)c1N	1	3.6	-7	-4	0	1	.	-2	22
CCC(C)NC(=O)c1cn(CC)c2ccc(S(=O)(=O)N(C)C)cc2c1=O (stereo not given)	-4	-2.0	8	9	-8	2	-4	17	11

Sorted by molar mass (ascending): part of the list above
SMILES	NCF1 inh	S1P4 ag	BaF3 parental	NPY-Y2 PAM-ag	S1P4 antagonist	Ba/F3 V617F tox	NPY-Y1 antag	CHOP inh	NPY1 pot ag
Cc1nn(CC(=O)O)c(C)c1N	1	3.6	-7	-4	0	1	.	-2	22
CC(Oc1cccc2c1OC(C)(C)C2)C(=O)O (stereo not given)	7	1.1	0	6	15	0	9	-2	-6
O=C(COc1ncnc2sccc12)Nc1ccc2c(c1)OCCO2	-8	-1.9	4	3	-11	-1	-4	2	5
CCC(C)NC(=O)c1cn(CC)c2ccc(S(=O)(=O)N(C)C)cc2c1=O (stereo not given)	-4	-2.0	8	9	-8	2	-4	17	11

(more compounds)
SMILES	NCF1 inh	S1P4 ag	BaF3 parental	NPY-Y2 PAM-ag	S1P4 antagonist	Ba/F3 V617F tox	NPY-Y1 antag	CHOP inh	NPY1 pot ag
COC(=O)CNC(=O)C(C)(C)Oc1ccc(Cl)cc1	-9	1.9	1	-5	-13	-2	6	23	18
CC(C)C[C@H](NC(=O)c1nc[nH]c1C(=O)N(C)Cc1ccccc1)C(=O)OCc1ccccc1	5	-0.4	1	14	-2	-3	1	0	16
Cc1cc(C(F)(F)F)n(-c2nc(C(=O)O)cs2)n1	1	0.7	9	-12	-7	4	7	5	0
Cc1ccc2nc(C3CCN(CC(=O)N4CCCCCC4)CC3)[nH]c2c1	-1	0.4	2	8	-8	-5	11	-2	-8
COCCNS(=O)(=O)c1ccccc1	-5	0.9	2	-4	-3	-1	-2	-2	0
CC(CN1CCCCC1)OC(=O)C1c2ccccc2Oc2ccccc21 (stereo not given)	-11	-0.5	5	4	-3	-2	7	35	8
O=C(O)C1CC1C(=O)N1CCN(c2ccc(Cl)c(Cl)c2)CC1 (stereo not given)	-6	1.8	2	4	-2	-1	0	-1	-11
O=C(CSc1nc2ccccc2c(=O)n1-c1ccc(F)cc1F)c1c[nH]c2ccccc12	-60	0.9	4	-5	-19	0	1	-9	24
Cc1ccc(C(=O)CSc2nnc(Cn3nnc4ccccc43)n2C)cc1	-5	-0.6	2	8	-3	-1	-1	63	7
CCOC(=O)C1(CC2CC2)CCN(Cc2ccc(O)c(Cl)c2)CC1	-4	-0.1	10	-15	-14	5	7	32	-15
Cc1ccc(C2=NNC(=O)C(c3c[nH]c4ccccc34)C2)cc1 (stereo not given)	-5	-1.3	2	6	-12	2	5	21	-5
C[N+]1(CC(O)COCC2COc3ccccc3O2)CCOCC1 (stereo not given)	-10	-0.2	4	-2	-7	2	3	8	-22
CCn1c(-c2ccccc2)c(C(=O)CC#N)c2ccccc21	-4	0.8	6	-6	2	0	1	58	-8
CSc1cccc(NC(=O)NCc2cccc(CNC(=O)Nc3cccc(SC)c3)c2)c1	-2	-0.7	-3	5	-5	3	.	43	29
NC(=O)c1ccccc1NC(=O)Nc1ccc(F)c(Cl)c1	-3	0.2	7	-1	5	4	-5	11	1
CC(C)N1C(=O)CCC1C(=O)NCc1ccccc1Cl (stereo not given)	-5	0.7	1	7	6	-4	3	0	-20
Cc1ccc(NNC(=O)C2CCC2)cc1C	-9	-0.5	-6	3	17	1	.	7	4
COc1ccc(CN(CCCN2CCOCC2)C(=O)Nc2cccc(Cl)c2)cc1OC	-5	0.3	-1	-4	-5	-3	5	22	-1
CCC(CC)c1nnc(NC(=O)Oc2ccccc2)s1	-18	-1.5	6	-6	4	3	3	32	8
Cc1ccc(C)c(-n2c(N)c(C(N)=O)sc2=S)c1	-13	-0.1	0	6	-5	0	4	52	7
O=C(Nc1ccc(O)cc1C(=O)O)c1cccc(Br)c1	-5	0.0	4	2	-9	-2	2	9	-1
COc1cc(NC(=O)CSc2nc(C)cs2)cc(OC)c1	-10	-0.7	0	-3	-21	0	-1	29	1
CCOC(=O)C(C)c1ccc2cc(OC)ccc2c1 (stereo not given)	5	-0.5	-2	1	-26	-3	5	28	-20
S=c1nc(C2CCCCC2)[nH][nH]1	-13	0.5	7	-4	-1	0	5	-7	1
Cc1cc(C)c2[nH]c(=O)c(C(c3nnnn3CC3CCCO3)N3CCCC(C)C3)cc2c1 (stereo not given)	-2	0.1	3	-21	-2	-2	13	11	-22

Additional compounds:
SMILES	NCF1 inh	S1P4 ag	BaF3 parental	NPY-Y2 PAM-ag	S1P4 antagonist	Ba/F3 V617F tox	NPY-Y1 antag	CHOP inh	NPY1 pot ag
CN(c1ccccc1)S(=O)(=O)c1ccc(C(=O)NCc2cccs2)cc1	-15	-0.6	-1	-13	-8	0	.	3	4
Cc1ccccc1-c1nc(CN2CCC(C(=O)NCCCN3CC(C)CC(C)C3)CC2)c(C)o1 (stereo not given)	-14	-1.5	21	-21	-3	15	23*	3	-78
COC(=O)c1ccc(/C=N/OCC(=O)NCCc2ccc(OC)c(OC)c2)cc1	4	0.6	3	-3	-20	0	4	8	-3
COc1ccccc1Oc1cc(F)nc(N)n1	-18	2.0	5	8	-4	-2	-1	2	2
COc1ccccc1NC(=S)N(Cc1ccc(C(=O)O)cc1)Cc1ccc(OC)c(OC)c1	-16	-3.5	-2	2	5	-4	4	0	4
CC1C/C(=N\NC(=O)c2ccc(NS(=O)(=O)c3ccc(Br)cc3)cc2)CC(C)(C)C1 (stereo not given)	-5	2.3	7	-5	8	-1	4	19	-7
CCOc1ccc(-n2cnc3c(=O)[nH]c(N)nc32)cc1	9	0.1	-4	3	-17	-3	.	9	4
COc1ccnc(CSC(N)=Nc2ccccc2OC)c1	-4	2.2	-1	-10	2	-1	3	-7	-11
COc1cc(C(=O)OCC(=O)NCc2ccccc2)cc(NC(=O)c2ccco2)c1OC	10	-0.1	5	-8	-4	-3	1	52	-2
COc1cc([N+](=O)[O-])ccc1NC(=O)CSc1nc2ccccc2n1-c1ccccc1	-22	0.7	6	8	-24	-1	1	13	-6
CC1=CC(C)(C)n2c(O)c(N=NC(N)=S)c3c(C)c(C)cc1c32	5	0.8	-5	0	9	4	.	-21	40
COc1ccc(C2=NN(C(=O)CSc3nnc(-c4ccccc4F)o3)C(c3ccco3)C2)cc1 (stereo not given)	-22	1.1	14	-17	-12	4	7	33	-23
O=C(c1ccco1)N1CCN(c2nc(C3CC3)nc3c2nnn3Cc2ccccc2Cl)CC1	0	-1.8	0	-8	0	2	3	23	-20
c1ccc(-c2c[nH]c3[n+]2CCCCC3)cc1	-10	0.5	6	-3	12	3	9	63	-16
C=C(C)C1CC=C(CN2CCC(O)CC2)CC1 (stereo not given)	5	-3.4	3	8	-2	-3	4	-7	-18
CCn1c(SC)nc(O)c(C(c2ccc(OC)c(O)c2)c2c(O)nc(SC)n(CC)c2=O)c1=O	5	1.2	6	-3	-9	1	8	17	3
C1CCC(NC2=NCCC2)CC1	-5	-0.2	2	10	-7	3	-3	-1	3
O=C(CN1CCOCC1)NN=C1CCCCCCCCCCC1	-10	-0.2	6	4	-19	0	3	25	-4
CCN(c1ccccc1)c1cc(C)nc2ncnn12	-13	1.1	11	3	-13	4	0	10	1
COc1ccc(C2CCN(CC(=O)N(C)C)CC2O)cc1 (stereo not given)	-7	-0.2	6	1	-27	-3	-3	-5	13
Cc1ccnc(SCCn2c(N3CC(C)CC(C)C3)nc3c2c(=O)n(C)c(=O)n3C)n1 (stereo not given)	-3	0.9	1	8	7	0	-1	8	8
OCC1(CCc2ccccc2)CCN(Cc2cc(Cl)ccc2O)CC1	6	1.9	1	-33	-23	-2	19	47	-34
CCC(C)(C)n1nnnc1C(c1cc2cc(C)ccc2[nH]c1=O)N1CCCc2ccccc21 (stereo not given)	-14	-1.9	5	1	5	2	-1	7	17
CC1(C(=O)N/N=C/c2ccc([N+](=O)[O-])o2)CC1(Br)Br (stereo not given)	-1	-1.0	7	-2	-26	-2	2	-16	-13
CCCCOC(=O)Nc1ccc(S(=O)(=O)Nc2cc(C)nc(C)n2)cc1	-12	-1.8	-2	2	5	-1	-2	18	3
